Ecoli WT growth: growth inhibitors of wild type E. coli, primary screen, strain BW25113 wild type, absorbance readout; 20,000 tested, 0.05% active; inhibition, % at 10 µM; E. coli BW25113 growth inhibition, OD600; in the data active = inhibition above about 40%;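 also: bacteria exposed to compound for 20 hours at 37 °C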
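Assay system: Bacterial strain in a whole-cell growth screen | Amount: Inoculum from a 1:1000 dilution of a 1.5 h subculture | Detection: Absorbance at 615 nm as a measure of bacterial growth | Timing: 20 h exposure, 37 °C | Buffer or medium: LB plus kanamycin 50 µg/mL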
Active calls of the source: *. Some of the compounds tested (hit frequency here may not be typical).

Start of the listing, in advance:
SMILES | Ecoli WT growth
CSc1ccccc1NC(=O)CN(c1ccccc1)S(=O)(=O)N(C)C | -6
Cc1ccc(-n2nnnc2SCC(=O)N2CCN(C(=O)c3ccco3)CC2)c(C)c1 | 5
O=C(c1ccco1)N1CCN(C(=O)c2sccc2-c2ccccc2)CC1 | 8
Cn1c(=O)c2ncn(CC(=O)Nc3cc(C(F)(F)F)ccc3N3CCOCC3)c2n(C)c1=O | -21
Cc1occc1C(=O)Nc1cccc2ccccc12 | 6
Cc1cc2ncn(N)c2cc1C | 2
COc1ccc(OCCSc2ncccn2)cc1 | -11
Cc1ccccc1OCC(=O)Nc1cccc(N(C)S(C)(=O)=O)c1 | -18
Cc1ccccc1Cn1ccc(NC(=O)c2onc(C)c2Cl)n1 | 17
Cc1ccc(C(=O)C2COC(=O)C2)cc1 (configuration not stated) | -4
Nc1cc(-c2ccccc2)ccc1O | 6
Cn1c(=O)[nH]c(=O)c2c1nc(NCCCn1ccnc1)n2Cc1cccc(Br)c1 | 6

The list itself, from the start:
SMILES | Ecoli WT growth
CSc1ccccc1NC(=O)CN(c1ccccc1)S(=O)(=O)N(C)C | -6
Cc1ccc(-n2nnnc2SCC(=O)N2CCN(C(=O)c3ccco3)CC2)c(C)c1 | 5
O=C(c1ccco1)N1CCN(C(=O)c2sccc2-c2ccccc2)CC1 | 8
Cn1c(=O)c2ncn(CC(=O)Nc3cc(C(F)(F)F)ccc3N3CCOCC3)c2n(C)c1=O | -21
Cc1occc1C(=O)Nc1cccc2ccccc12 | 6
Cc1cc2ncn(N)c2cc1C | 2
COc1ccc(OCCSc2ncccn2)cc1 | -11
Cc1ccccc1OCC(=O)Nc1cccc(N(C)S(C)(=O)=O)c1 | -18
Cc1ccccc1Cn1ccc(NC(=O)c2onc(C)c2Cl)n1 | 17
Cc1ccc(C(=O)C2COC(=O)C2)cc1 (configuration not stated) | -4
Nc1cc(-c2ccccc2)ccc1O | 6
Cn1c(=O)[nH]c(=O)c2c1nc(NCCCn1ccnc1)n2Cc1cccc(Br)c1 | 6
CCn1cnc2cc(NCc3ccncc3)ccc21 | -11
NC(=O)CCn1c(=O)oc2ccccc21 | 1
O=C(NCc1cccs1)c1csc2ccccc12 | -15
O=c1cc(-c2ccc(Cl)cc2)[nH][nH]1 | -1
Cc1cccc(N2CCN(C(=O)c3ccc(NS(=O)(=O)c4c(C)noc4C)cc3)CC2)c1C | 0
CCN(C#N)c1nc(N(C)C)nc(N(C)C)n1 | 5
CCC(=O)c1cc(F)c(N2CCN(C(=O)Cc3ccccc3)CC2)cc1C | -17
O=C(CN1CCCN(S(=O)(=O)c2ccc(Br)cc2)CC1)Nc1ccc2cn[nH]c2c1 | 3
CC(=O)Nc1c(O)nc(SCC(=O)Nc2ccc(C(C)=O)cc2)[nH]c1=O | -16
CS(=O)(=O)N(CCc1ccccc1)CC(=O)N1CCN(Cc2ccccc2)CC1 | -21
C=CCOc1ccc(C2/C(=C(\O)c3c(C)[nH]c(C(=O)OC)c3C)C(=O)C(=O)N2CCN(C)C)cc1 (configuration not stated) | 0
C=CCn1c(SCc2csc(C)n2)nc2scc(-c3ccc(C)o3)c2c1=O | -7
Cc1cccc(-n2c(SCCC(=O)O)nnc2-c2cccs2)c1C | -22
COC(=O)c1cc(OC)c(OC)cc1NC(=O)CCc1ccc(C)o1 | 4
Cc1ccc2c(c1)CCCN2C(=O)c1cccs1 | -18
Cc1nc2ccccn2c1-c1csc(NCc2ccco2)n1 | 5
CC(=O)NS(=O)(=O)c1ccc(N)cc1 | 2
Cc1cn([C@H]2C=C[C@@H](CO)O2)c(=O)[nH]c1=O | 2
C=CCN(c1ccc(C(=O)N2CCCC2)cc1)S(C)(=O)=O | -12
Cc1ccc(-n2ncc3c(N4CCN(c5ccccc5)CC4)ncnc32)c(C)c1 | 5
Cn1nnc2cc(C(=O)NC3CCCCC3)ccc21 | -17
O=C(C1CCCN(S(=O)(=O)c2cnc[nH]2)C1)N1CC(=O)N(CCc2ccccc2)C(=O)C1 (configuration not stated) | 5
O=C(NCc1ccco1)c1c2c(nc3ccccc13)CCC2 | -4
COc1ccc(C)cc1S(=O)(=O)N(CC(=O)O)c1ccc(C)cc1 | 3
COC(=O)C(Cc1ccc(O)cc1)NC(=O)C(C)Oc1ccccc1 (configuration not stated) | -22
COc1ccc2c(c1)[nH]c1c(=O)n(CC3CCCO3)cnc12 (configuration not stated) | -1
Cc1cc(Cl)ccc1OCCCC(=O)NO | 5
CCC1(C)Cc2c(c(=O)n(-c3ccccc3)c3ncnc(N)c23)CO1 (configuration not stated) | -13
NC(=O)c1c(NC(=O)C2CCCO2)sc2c1CCC2 (configuration not stated) | -13
CC(C(=O)NCCCN1CCOCC1)n1cccc1C(=O)c1ccccc1 (configuration not stated) | 6
Cc1occc1C(=O)N1CCN(C(c2ccccc2)c2ccccc2)CC1 | 2
COc1ccc(OC)c(N2Cc3cc(C)c(C)cc3C2)c1 | 3
COCCCNC(=O)c1ccc(NS(C)(=O)=O)cc1 | -22
O=C(NCC1CCCO1)c1ccc(NC(=O)C2CC=CCC2C(=O)O)cc1 (configuration not stated) | -19
COc1ccc(-c2nn(C)c(=O)c3ccccc23)cc1CNC(=O)c1ccco1 | -20
COC(=O)NC1(C(F)(F)F)C(=O)NC(C)=C1C(=O)OC (configuration not stated) | -15
CN(C)c1nc(Oc2ccc(=O)[nH]n2)nc(N2CCCCC2)n1 | -19
Cc1ccc(S(=O)(=O)NCCN2CCOCC2)cc1C | 0
COC(=O)C1=C(C)C(c2cccs2)NC(=O)N1C (configuration not stated) | -1
O=C(O)CC1(c2ccccc2)C(=O)c2ccccc2C1=O | 0
COc1cc(S(=O)(=O)N2CCN(c3ccccc3F)CC2)c(OC)cc1Cl | -10
CCC(=O)Oc1ccc(C/C(=N\O)c2ccc(O)cc2O)o1 | 7
O=C1c2ccccc2C(Nc2ccc3c(c2)OCCO3)N1Cc1ccco1 (configuration not stated) | 12
COc1ccc(-c2csc(N(CC3CCCO3)C(=O)c3ccco3)n2)cc1 (configuration not stated) | -18
C=CCNC(=O)CCCC(=O)NCC=C | -16
Cc1ccc(NS(=O)(=O)c2cc(C(=O)N3CCOCC3)ccc2C)cc1 | -21
Cc1cc(C)n(S(=O)(=O)c2ccc(C)c(C)c2C)n1 | -21
COc1cc(NS(=O)(=O)c2ccc(N)cc2)nc(OC)n1 | -1

Additional compounds follow:
SMILES | Ecoli WT growth
Cc1ccc(SCCNS(C)(=O)=O)cc1 | 17
COc1ccc(C(=O)NC2=C(C#N)CCC2)cc1OC | -20
CC(=Nc1cccc(O)c1)c1sc2ccccc2c1O | 7
Cc1[nH]c(=O)[nH]c(=O)c1S(=O)(=O)N1CCN(c2cccc(Cl)c2)CC1 | 10
CN(C)Cc1c(O)ccc2occ(C(=O)c3ccccc3)c12 | -6
O=C(NCc1ccccc1)N1CCn2c(nc3ccccc32)C1 | 7
COc1ccc(CN2C(=O)[C@@H]3C(c4ccc(F)cc4)=NO[C@@H]3C2=O)cc1 | -2
Cc1cc(-c2nn3c(-c4ccccc4)nnc3s2)c2ccccc2n1 | -2
O=C(CN1c2cccc3cccc(c23)S1(=O)=O)N1CCOCC1 | -7
CCOC(=O)N1CCN(C(=O)c2ccc3nc(C)sc3c2)CC1 | -2
O=C(c1cccs1)N1CCn2c1nc1ccccc12 | -19
CC(CN1CCN(C)CC1)OC(=O)c1ccc(Cl)cc1Cl (configuration not stated) | -4
COc1ccccc1NC(=O)COc1ccc(CO)cc1Cl | -16
CCOC(=O)CSC1=C(C#N)C(c2ccc(Cl)cc2)C(C(=O)OC)C(=O)N1 (configuration not stated) | -12
C=CCn1c(COc2cccc3ccc(C)nc23)nnc1SCC(=O)OC | -1
COc1ccc(OCCN2C(=O)NC(C)(c3ccc(C)cc3)C2=O)cc1 (configuration not stated) | 8
CC(NC(=O)C(NC(=O)C1CCCN1C(=O)OC(C)(C)C)C(C)C)C(N)=O (configuration not stated) | -16
CSc1nnc2c3ccccc3n(Cc3ccccc3)c2n1 | -8
CCCC(=O)Nc1ccc(Cl)c(NC(=O)c2cccnc2)c1 | 1
COc1cc(OC)cc(-c2nc(-c3ccccc3)no2)c1 | -28
OC(COc1ccccc1)CN1C2=NCCCN2c2ccccc21 (configuration not stated) | 19
CC1/C(=N/O)C(CN(C)C)C2CC1C2(C)C (configuration not stated) | 4
C=CCc1ccccc1OCCn1ccnc1 | -5
COC(=O)c1ccccc1NC(=O)C1CC(=O)N(c2ccccc2)C1 (configuration not stated) | -1
Cn1c(=O)c2c(nc(NCc3ccc4c(c3)OCO4)n2C)n(C)c1=O | -10
CCCCNC(=O)c1nc2ncc(Br)cn2n1 | 10
CSc1ccc(C2C(C#N)=C(N)Oc3cc4c(cc32)OCO4)cc1 (configuration not stated) | -9
CCN(C#N)c1nc(NC(C)C)nc(NC(C)C)n1 | -8
Cc1cccc(N2CC(C(=O)O)CC2=O)c1 (configuration not stated) | -12
COc1ccc(OC)c(S(=O)(=O)Nc2ccc(O)c3ccccc23)c1 | -5
O=S(=O)(NCc1cccnc1)c1cccc2nsnc12 | -4
O=C(CSc1nc2ccccc2o1)Nc1ccccc1 | 4
CC1CCN(S(=O)(=O)c2cccc(C(=O)Nc3ccccn3)c2)CC1 | -3
COc1ccc(OCCNC(=O)c2ccccc2OCC(=O)N2CCCCC2)cc1 | 5
O=C(C1CCC(CNS(=O)(=O)c2cccc3cccnc23)CC1)N1CCCC1 (configuration not stated) | 7
CCOC(=O)C(CC)(CCC(=O)O)c1csc(N)n1 (configuration not stated) | -6
CC(C)n1c(Nn2cnnc2)nc2ccccc21 | -17
CCCOc1ccc(C2C(C(=O)OC)=CN(CCOC)C=C2C(=O)OC)cc1 | 16
O=C1CCC(=O)N1OCCOc1ccc2c(c1)CCC2 | -21
COc1cc(NC(=O)c2cc(-n3cnnc3)ccc2Cl)cc(OC)c1 | -6
C=CCSc1n[nH]c(-c2ccc(OC)cc2)n1 | -1
CC(C)CC(OC(=O)c1cccs1)C(=O)NCc1ccco1 (configuration not stated) | -2
C[C@]12C=CC(=O)C=C1CC[C@H]1[C@@H]3C[C@@H](O)[C@](O)(C(=O)CO)[C@@]3(C)C[C@H](O)[C@@]12F | 0
Cc1ccc(S(=O)(=O)N2CCN(C(=O)N(C)C)CC2)cc1C | -12
COc1ccc(OC)c(N/C=C2/CCCCC2=O)c1 | -6
COc1ccc(Cn2nnnc2CN2CCOCC2)cc1 | -1
Cc1cc(C)cc(N2CC(C(=O)O)CC2=O)c1 (configuration not stated) | -2
Cc1ccc(C)c(Cn2c(CO)nc3ccccc32)c1 | -17

Some of the entries so far, as a markdown table.
| compound | Ecoli WT growth |
| --- | --- |
| Cc1ccc(S(=O)(=O)N2CCN(C(=O)N(C)C)CC2)cc1C | -12 |
| Cc1ccc(C)c(Cn2c(CO)nc3ccccc32)c1 | -17 |
| C=CCSc1n[nH]c(-c2ccc(OC)cc2)n1 | -1 |

Further compounds follow:
SMILES | Ecoli WT growth
CCCCSCCCNC(=O)CS(=O)Cc1nc(-c2cccc(C)c2)oc1C (configuration not stated) | 8
Nc1nonc1-n1nnc(C(=O)c2ccccc2)c1-c1ccccc1 | 1
Cc1sc2nc(SCC(=O)NCCO)n(C)c(=O)c2c1C | 1
CC1CCN(C(=O)C2CCN(S(=O)(=O)c3cnc[nH]3)CC2)CC1 | -3
Cc1cc(C)nc(Nc2ccc(N3CCOCC3)cc2)n1 | -22
COC(=O)c1ccc(OC(=O)C2CC(=O)N(c3cccc(C)c3)C2)cc1 (configuration not stated) | -24
COC(=O)C1(C)NC(c2ccco2)C2C(=O)N(c3ccc(C)cc3)C(=O)C21 (configuration not stated) | -3
C[C@H](NC(=O)OC(C)(C)C)c1nnc(SCC(=O)Nc2ccc(Br)cc2)o1 | -15
CCCC(C)C(=O)Nc1ccc(C(N)=O)cc1 (configuration not stated) | 5
COc1ccc(Br)cc1-c1noc(-c2ccncc2)n1 | 6
CCOC(=O)c1c(NC(=O)CSc2nc3c(c(=O)n(C)c(=O)n3C)n2C(C)C)sc(C)c1C | -3
CC(NC(=O)c1ccc(NS(C)(=O)=O)cc1)c1ccccc1 (configuration not stated) | -17
Nc1nnc(SCc2cc3c(cc2Cl)OCO3)s1 | -7
COc1ccccc1NC(=O)N1CCN(c2ccccc2F)CC1 | -7
Cc1cc(C)c(C)c(OCC(=O)NCc2nc(-c3ccccc3)no2)c1 | 4
O=C(NCCC1=CCCCC1)C1CCN(S(=O)(=O)c2cnc[nH]2)CC1 | 1
COCCNC(=O)c1c(N)n(CCC2=CCCCC2)c2nc3ccccc3nc12 | -1
O=C1c2ccccc2S(=O)(=O)N1Cc1nnc(-c2ccccc2Br)o1 | -2
CS(=O)(=O)N(CC(=O)N1CCOCC1)Cc1ccccc1 | 6
Cc1ccc(C(=O)CC2(O)C(=O)N(CN3CCOCC3)c3ccccc32)cc1 (configuration not stated) | 1
C=CCc1cccc2cc(C(=O)NC(C)(C)C)c(=O)oc12 | -17
CCCCS(=O)(=O)NC1=NCN(CCOC(=O)c2ccccc2)CN1 | 1
O=C1CC(N2CCN(Cc3ccc4c(c3)OCO4)CC2)C(=O)N1c1ccccc1 (configuration not stated) | -24
Cc1csc(SCC(=O)Nc2nc3ccccc3s2)n1 | -12
Cc1ccc(NC(=O)c2ccco2)c(NC(=O)c2cccs2)c1 | 11
COC(=O)c1cc(-c2c(C)nn(-c3ccccc3)c2C)n[nH]1 | 0
